Assay outcomes deposited in PubChem BioAssay by Columbia University Molecular Screening Center.
E-sel TNF inh: blocks E-selectin expression induced by TNF alpha; HUVEC TNFa-induced E-selectin immunofluorescence, high content; inhibition, % at 2 µM; actives 0.71% (n = 120,000); AID 1246;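 active = inhibition above the batch mean plus 3 SD, and confirmed as a hit on visual image review, cut at about 43% in these data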;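 also: 0% = TNF-stimulated DMSO wells and 100% = unstimulated control wells; not every result past the cut was called active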
Active calls of the source: *. This is a subset; rates above refer to the full screens.

The first 5 entries (preview)
SMILES	E-sel TNF inh
CC(Cl)c1cc(-c2ncc(C(F)(F)F)cc2Cl)no1 (centres undefined)	31
Cc1cc(N)n(-c2ccc(S(=O)(=O)c3ccc(C(C)C)cc3)cc2)n1	-13
Cc1ccc(C(=O)Nc2ccccc2C(=O)O)cc1S(=O)(=O)NCc1ccccc1	-27
CCN(CC)CC(=O)Nc1ccc(/C(C)=N/NC2=NCCN2)cc1	-2
Cc1cccc(C(=O)NNC(=O)c2ccccc2-n2cccc2)c1	14

This part in full, from the start:
SMILES	E-sel TNF inh
CC(Cl)c1cc(-c2ncc(C(F)(F)F)cc2Cl)no1 (centres undefined)	31
Cc1cc(N)n(-c2ccc(S(=O)(=O)c3ccc(C(C)C)cc3)cc2)n1	-13
Cc1ccc(C(=O)Nc2ccccc2C(=O)O)cc1S(=O)(=O)NCc1ccccc1	-27
CCN(CC)CC(=O)Nc1ccc(/C(C)=N/NC2=NCCN2)cc1	-2
Cc1cccc(C(=O)NNC(=O)c2ccccc2-n2cccc2)c1	14
CCNC(=O)C(=O)Nc1ccc(OC)c(Cl)c1	-14
COc1ccc(C(=O)COC(=O)CCN2C(=O)C3C4CCC(C4)C3C2=O)cc1 (centres undefined)	25
CCOC(=O)N1CCN(C(=O)c2ccc(OCC)cc2)CC1	-10
COc1ccc(/C=C/C(=O)OCC(=O)c2c(N)n(C)c(=O)n(C)c2=O)c(OC)c1	4
Cc1ccc(-n2[nH]c(C)c(/C=N/NC(=O)c3ccc([N+](=O)[O-])cc3)c2=O)c(C)c1	-6
CC(=O)NC1C(Oc2ccc3c(C)cc(=O)oc3c2)OC(COC(C)=O)C(OC(C)=O)C1OC(C)=O (centres undefined)	-4
Cc1ccc(CSc2ccc3nnc(-c4ccccn4)n3n2)cc1	-26
CCOc1ccc(CN2CCN(Cc3cccn3-c3cccnc3)CC2CCO)cc1 (centres undefined)	-3
CCc1nnc(NC(=O)CSc2ccc(-c3ccco3)nn2)s1	-2
CCOC(=O)c1cnc(/N=C/N(C)C)s1	-13
COc1ccc(Cl)cc1N/C(N)=N/c1nc(C)cc(=O)[nH]1	-7
COc1ccc(C2(C)NC(=O)N(CC(=O)Nc3ccc(S(=O)(=O)N4CCCC4)cc3)C2=O)cc1 (centres undefined)	11
CCSC1=C(C#N)C2(CCCCC2)C2=C(CC(C)(C)CC2=O)N1	-5
O=C(Cn1c(=O)c(=O)n(Cc2ccccc2)c2ccc(Cl)cc21)NCC1CCCO1 (centres undefined)	-20
CCOC(=O)c1ccc(NC(=S)NCCCN2CCN(C3CCCCC3)CC2)cc1	8
C/C(=N\OC(=O)c1c(-c2ccccc2Cl)noc1C)c1ccncc1	-21
O=C(C1=C(O)C(=O)N(Cc2cccnc2)C1c1ccccn1)c1cccs1 (centres undefined)	19
O=C1COc2ccc(C(=O)COC(=O)Cc3ccccc3F)cc2N1	20
CCCCOCCCNCC(=O)Nc1ccc(S(N)(=O)=O)cc1	-5
CCOC(=O)C1(Cc2cccc(F)c2)CCN(C2CCOCC2)CC1	3
COCCn1c(=O)sc2ccccc2c1=O	17
COc1ccc(S(=O)(=O)Nc2ccncc2)c(C)c1C	-3
Cc1cc2cccc(C)c2nc1SCC(=O)NCC1CCCO1 (centres undefined)	6
Cc1nnc(SCC(=O)c2ccc([N+](=O)[O-])cc2)s1	14
Cc1ccc(-c2ccc(/C=C3\SC(N4CCOCC4)=NC3=O)o2)cc1	-5

Part of the list above in order of length of the SMILES, descending:
SMILES	E-sel TNF inh
O=C(C1=C(O)C(=O)N(Cc2cccnc2)C1c1ccccn1)c1cccs1 (centres undefined)	19
C/C(=N\OC(=O)c1c(-c2ccccc2Cl)noc1C)c1ccncc1	-21
COc1ccc(Cl)cc1N/C(N)=N/c1nc(C)cc(=O)[nH]1	-7
O=C1COc2ccc(C(=O)COC(=O)Cc3ccccc3F)cc2N1	20
COCCn1c(=O)sc2ccccc2c1=O	17

Next section
SMILES	E-sel TNF inh
Cc1cc(/C=N/NC(=O)c2cccc(F)c2)c(C)n1-c1ccccc1	-15
COC(c1ccccc1)c1nnc(CCC(=O)N2CCN(Cc3cccs3)CC2)o1 (centres undefined)	2
CC(=O)Nc1ccc(NC(=O)Cn2ccc([N+](=O)[O-])n2)cc1	12
COc1ccc(C(=O)NCC(=O)OCC(=O)NCc2cccs2)cc1	-31
CCN(CC)C(=O)Cn1cc(C(=O)C(=O)NCc2cccs2)c2ccccc21	-17
O=C1CCCC(O)=C1N=Nc1ccc(Cl)c(Cl)c1	-9
COc1ccc(-c2nc(-c3ccc(O)cc3O)cs2)cc1OC	-10
COc1ccc(Cl)cc1NC(=S)Nc1ccccc1C	-5
CCN(Cc1ccccc1)C(=O)Cn1c(=O)n(-c2ccc(OC)cc2OC)c(=O)c2c(C)c(C)sc21	15
CC1CCN(C(=O)/C(=C\c2cccs2)NC(=O)c2ccccc2)CC1	7
COc1cc(/C=N/NC(=O)c2ccc(C)nc2)cc([N+](=O)[O-])c1O	14
CCCNC(=S)N1CCCC(c2nc3ccccc3[nH]2)C1 (centres undefined)	-49
COC(=O)c1cc2n(n1)CCN(Cc1cccc(OC)c1)C2=O	32
Cn1c(=O)n(C)c2cc(/C=N/N=C3/NC(=O)C(CC(=O)O)S3)ccc21 (centres undefined)	-3
O=C(Cc1ncc(C(F)(F)F)cc1Cl)NCc1ccco1	-37
CCN(CC)CCN(Cc1cc2cc(C)c(C)cc2[nH]c1=O)C(=S)NCc1ccco1	2
CC1(C)Cc2ccccc2C2=NNC(=O)C2=N1	-35
O=C(NC1CCCCC1)Oc1cccc2ccccc12	-4
CC(C)C(NC(=O)OC(C)(C)C)C(=O)NC(CCC(=O)OCc1ccccc1)C(N)=O (centres undefined)	6
CC(=O)c1ccc(N=C2SCCCN2C(=O)C2CCCCC2)cc1	8
O=C1NCCN(Cc2cccc(Oc3ccccc3)c2)C1CC(=O)N1CCCCO1 (centres undefined)	-11
CC(C)C(NC(=O)c1c(F)cccc1F)C(=O)NCC(c1ccccc1)N(C)C (centres undefined)	1
CCNC(=O)Oc1ccc(-c2csnn2)cc1	-41
C[C@H](NC(=O)Cc1cccc2ccccc12)C(=O)N1CCCN(C)CC1	6
COc1ccc(/C=C(\C#N)C(=O)OCC(=O)Nc2ccc(-c3nc4ccc(C)cc4s3)cc2)cc1	1
O=C(O)CCC(NC(=O)c1ccc(Cl)cc1)C(=O)O (centres undefined)	-27
CCC(=O)Nc1ccc2c(c1)ncn2-c1ccccc1C	-21
CCN(CC)S(=O)(=O)c1cccc(NC(=O)COC(=O)c2n[nH]c(=O)c3ccccc23)c1	-51
Cc1ccc(C(=O)NCC(=O)OCC(=O)c2ccc3c(c2)NC(=O)CO3)cc1	-4
CCc1nnc(NC(=O)CN2CCN(C(=O)c3ccccc3)CC2)s1	7

Some of the entries so far, as labelled records:
structure: COc1cc(/C=N/NC(=O)c2ccc(C)nc2)cc([N+](=O)[O-])c1O
  E-sel TNF inh: 14
structure: Cc1cc(N)n(-c2ccc(S(=O)(=O)c3ccc(C(C)C)cc3)cc2)n1
  E-sel TNF inh: -13

The listing continues:
SMILES	E-sel TNF inh
CN(C)CC(O)CN1C(=O)N(CN2C(=O)N(CC(O)CN(C)C)C(=O)C2(C)C)C(C)(C)C1=O (centres undefined)	5
COc1cc(SC)ccc1C(=O)OCC(=O)NC1CCCC1	-11
CCSc1nnc(NC(=O)c2cc(OC)c(OC)c(OC)c2)s1	0
c1ccc(-c2nnc(CSc3ccc4c(c3)OCCO4)o2)cc1	14
CCC(C)(C)NC(=O)c1cc(S(=O)(=O)N2CCCCC2)ccc1N1CCOCC1	34
COC(OC)c1ccnc(-c2ccc(OC(=O)c3ccc(F)cc3)cc2)n1	-9
NC(=S)N=Nc1c(O)n(CCCl)c2ccc(Cl)cc12	-33
COC(=O)CCNC(=O)Cn1cnc2sc3c(c2c1=O)CCCC3	-19
O=C(Nc1nnc(C2CC2)s1)C1=NN(C2CCS(=O)(=O)C2)C(=O)CC1 (centres undefined)	10
Cc1cc(C)cc(N(C(=O)c2csnn2)C(C(=O)NC(C)(C)C)c2cccnc2)c1 (centres undefined)	7
CCOC(=O)c1cc(C#N)c(SCC(=O)O)[nH]c1=O	-23
Cc1ccc(CN2CCN(C/C(Cl)=C/c3ccccc3)CC2CCO)o1 (centres undefined)	-5
CN(/N=C/c1ccc([N+](=O)[O-])o1)c1ccccc1	6
COc1ccc(NC(=O)NNC(=O)c2ccc(Cl)cc2Cl)cc1OC	-25
COc1ccc(NS(=O)(=O)c2cc(NC(=O)C3CC3)ccc2N2CCOCC2)cc1	42
CCc1nnc(NS(=O)(=O)c2ccc(NC(=O)c3cccc(Cl)c3)cc2)s1	-16
Cc1cnc(C(=O)OCC(=O)NCCCc2ccccc2)cn1	-18
CCOC(=O)C1(CCc2ccccc2)CCN(C(=O)Cc2nonc2C)CC1	4
COc1cccc(/C=C/C(=O)OCC(=O)Nc2ccc(Cl)cn2)c1	-8
COc1cc(C(=O)NC2CCN(Cc3nnnn3Cc3ccc(F)cc3)CC2)cc(OC)c1OC	-18
Cc1ccc(Sc2cnc(N)nc2C)cc1	-83
O=C(CSc1ccccn1)Nc1ccc(NC(=O)CSc2ccccn2)cc1	-43
CN1CCCN(c2ncnc3scc(-c4ccc(F)cc4)c23)CC1	-17
COc1ccc(OC)c(-c2csc(N3CCC(c4ccccc4)CC3)n2)c1	-61
Cc1ccccc1C(=O)NNC(=O)c1cccc([N+](=O)[O-])c1	8
Cc1sc(N)c(C(=O)c2ccccc2Cl)c1C	-21
Cc1cccc(Nc2nc3ccccc3n3nnnc23)c1	3
Cc1ccc(C(=O)NNC(=O)c2cccc(C)c2)cc1	-1
CCCc1cc(N2CCC(C(N)=O)CC2)nc(-c2ccccc2)n1	-48
Cc1ccc(S(=O)(=O)/N=C2/NC(=O)/C(=C/c3ccccc3)S2)cc1	7
CC(C)CNC(=O)COC(=O)c1ccccc1SCC(=O)NCC(C)C	1
C=CCOC(=O)c1sc(NC(=O)c2ccc(OC)cc2)nc1C	-5
COc1ccc(F)cc1C(=O)C1CCCN(Cc2ccc(Sc3nncn3C)o2)C1 (centres undefined)	-3
COc1cc(N)c(Cc2nccc3cc(OC)c(OC)cc23)cc1OC	1
COC(=O)c1cc(OC)c(OC)cc1NC(=O)c1cc(OC)cc(OC)c1	3
Cc1cc(C)n(C(=O)c2cc(F)c(F)cc2C)n1	14
Nc1ccc(S(=O)C(F)(F)F)cc1 (centres undefined)	-20
Cc1ccc(S(=O)(=O)N(C)C)cc1NC(=O)CN1CCN(Cc2ccccc2)CC1	-39
O=C(NCCc1ccccn1)/C(=C/c1ccco1)NC(=O)c1ccccc1	5
C/C(=N\NC(=O)c1ccccc1)c1cccc(Br)c1	-46
CCC1=NN(C(=O)Cc2ccc([N+](=O)[O-])cc2)C(O)(C(C)(C)C)C1 (centres undefined)	13
Cc1csc2ncnc(NCCc3ccccn3)c12	10
COc1ccc(-c2cnc(N)n2C)cc1	-20
O=C(CC1S/C(=N/N=C/c2ccco2)NC1=O)Nc1cccc(Cl)c1Cl (centres undefined)	-11
CS(=O)(=O)N(Cc1ccc(Cl)cc1)c1ccc(C(=O)NCC2CCCO2)cc1 (centres undefined)	-7
O=C(Nc1cccc(C(=O)O)c1)/C(=C\c1ccc2c(c1)OCO2)NC(=O)c1ccc(Br)cc1	1
N#C/C(=C\c1ccccc1[N+](=O)[O-])C(=O)NC1CCCCC1	8
Cc1cc2cc(CCNC(=O)C(=O)c3c[nH]c4ccccc34)c(=O)[nH]c2cc1C	-20
O=C(CP(=O)(c1ccccc1)c1ccccc1)N1CCOCC1	-6
COc1cccc(C(=O)Nn2cnnc2)c1	-5
CC(C)N1CCN(Cc2ccc(C#CCCO)cc2)CC1CCO (centres undefined)	-5
Cc1cc2ccccc2nc1SCC(=O)NC1CCCCC1	-2
Cc1cc(C)c2c(NC(=S)NC(=O)c3ccccc3)n[nH]c2n1	-42
Cc1ccc(C(=O)Cn2c(-c3ccccc3)noc2=O)cc1	8
c1ccc(Nc2scc(-c3ccccc3)[n+]2Cc2ccco2)cc1	-3
CCC(C(=O)OC)n1c(-c2ccccc2)nc2ccccc2c1=O (centres undefined)	64*
CCN(CC)C(=O)CCCC(=O)N(CC)CC	-18
Cn1nc(-c2ccccc2)c(CO)c1Oc1ccc(F)cc1	0
CCOC(=O)c1c(N)sc(C(=O)OC)c1C	-23
COc1cc(CNC2CCCC2)c(Br)cc1OC1CCCC1	12
The list goes on.
SMILES	E-sel TNF inh
COC(=O)c1cc(N2CCN(C)CC2)nc2ccccc12	20
COCC(C)NC(=S)N1CCN(c2ccccc2Cl)CC1 (centres undefined)	-9
CCC(c1nnc(SCC(=O)NCCc2ccc(OC)c(OC)c2)n1Cc1ccccc1)N(C)C (centres undefined)	-4
CCOCc1nnc(NC(=O)c2cc(OC)cc(OC)c2)s1	-15
O=C(NC(=S)Nc1ccc(S(=O)(=O)Nc2nccs2)cc1)c1cccnc1	-3
Cc1cc(/C=C2\C(=N)N3N=C(C(C)C)SC3=NC2=O)c(C)n1-c1ccccc1	-15
CC(CCc1ccccc1)NC(=O)CSc1cccc[n+]1[O-] (centres undefined)	-24
O=S(=O)(c1ccccc1)c1ncc(C(F)(F)F)cc1Cl	10
NC(=O)C1CCN(c2ccc(S(=O)(=O)N3CCC(Cc4ccccc4)CC3)cn2)CC1	2
CN(C)/N=C/c1ccc([N+](=O)[O-])cc1[N+](=O)[O-]	20
CSc1nc(N2CCN(c3ccccc3)CC2)cc(N2CCN(c3ccccc3)CC2)n1	5
CCOC(=O)C1C(c2cccc([N+](=O)[O-])c2)C2C(=O)NN=C2CC1(C)O (centres undefined)	-1
NNC(=O)CCN1CCCCC1	-32
CCN(CC)c1ccc(NC(=S)Nc2ccc(F)cc2)cc1	-4
Cc1ccnc(NC(=O)CCC(=O)N(CC(=O)NC(C)(C)C)c2ccc3c(c2)OCCO3)c1	-56
O=C(c1cccs1)N(c1ccc(Br)cc1)C1C=CS(=O)(=O)C1 (centres undefined)	-29
Cc1c(-n2c(SCC(=O)NC(C)C(C)C)nc3ccccc3c2=O)c(=O)n(-c2ccccc2)n1C (centres undefined)	-16
